Compound activity from PubChem.
UbGFP stabilizer = Ubiquitin-GFP Assay; Ubiquitin-GFP reporter cells, proteasome inhibition, GFP fluorescence; response scale: untreated = 0%, 10 µM MG-132 = 100%; Potency, µM (titrated, usually from 45.9 µM), for inactives: top-dose activation (GFP accumulation), most hits filed as activators; 67,000 tested, under 10 active; AID 526, 2006; active means well fitted activation curve with a large enough effect, not every such curve was filed as active; inconclusive means small, poorly fitted or top-dose-only effect, or another doubt; inactive means no such curve, though single readings can be large or run the other way; further: potency means the concentration at half of the fitted maximal effect
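U2OS Ub(G76V)-GFP reporter; O/N plating, 0.5% FBS; cpd 46 uM–2.9 nM, 4 h, 37 °C; GFP+ cell count, 488/515 nm; norm. to basal vs 10 uM MG-132; CRC fit.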
HADH2 inh = qHTS Assay for Inhibitors of HADH2 (Hydroxyacyl-Coenzyme A Dehydrogenase, Type II); 3-hydroxyacyl-CoA dehydrogenase type-2 (Homo sapiens), Q99714; recombinant HADH2, NADH fluorescence, beta-hydroxybutyryl-CoA; Potency, µM (top dose mostly 57.1 µM), inactives show at the top dose activity change, negative = inhibition, most hits filed as inhibitors; 3.4% of 73,000 active; AID 886, 2007; further: potency means the concentration at half of the fitted maximal effect; on the % scale 0 is the no-effect control and ±100 the full control effect; nearly all actives have a fitted effect of over 60% in size; many of its hits are not listed in these tables
Target sequence (Q99714 whole entry, looked up, one chain of several): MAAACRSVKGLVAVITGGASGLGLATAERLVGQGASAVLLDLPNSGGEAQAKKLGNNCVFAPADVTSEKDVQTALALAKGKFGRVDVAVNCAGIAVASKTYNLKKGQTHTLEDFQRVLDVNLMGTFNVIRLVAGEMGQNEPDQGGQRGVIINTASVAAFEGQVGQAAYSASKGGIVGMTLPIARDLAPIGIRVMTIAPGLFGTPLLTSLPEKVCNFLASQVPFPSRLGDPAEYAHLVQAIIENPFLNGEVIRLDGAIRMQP
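His-tagged recombinant enzyme from E. coli, 20 nM, preincubated 15 min RT with compound; reaction started with 1 mM NAD+ and 90 uM beta-hydroxybutyryl-CoA in 100 mM Tris-HCl pH 9.0. NADH fluorescence (ex 360/em 450) read over 4 min; last-minus-first difference.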
HBB splice mod = qHTS Assay for Modulators of Hemoglobin Beta Chain Splicing; HBB splicing reporter cell assay, activation; EGFP reporter with mutant IVS2-654 intron; response scale: normalised to 500 nM splice-correcting PNA; Potency, µM (doses to about 46.1 µM), for inactives: at the highest dose activation, most hits filed as activators; 0.06% of 65,000 active; AID 925, 2007; further: potency means the concentration at half of the fitted maximal effect; 0% is about no effect
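Compounds were applied for 2 days to HeLa EGFP-654 cells, 500/well in Optimem with 2% FCS. The reporter's EGFP is disrupted by mis-splicing of beta-globin intron IVS2-654. Readout: summed well GFP fluorescence from 488 nm laser scanning; reference was 500 nM antisense […] 654 PNA.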
DNA Pol III inh = qHTS Assay for Inhibitors of DNA Polymerase III Holoenzyme System. reconstituted DNA polymerase III holoenzyme replication, biochemical. Potency, µM (titrated, usually from 57.1 µM), for the others: top-dose activity change, negative = inhibition. 0.25% of 71,000 active. AID 603, 2007; further: potency means the concentration at half of the fitted maximal effect; on the % scale 0 is the no-effect control and ±100 the full control effect
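Reconstituted *E. coli* holoenzyme (0.35 nM Pol III, 1 nM beta, 154 nM SSB, 2 nM primase) was preincubated with compound for 15 min at RT. Synthesis on 1.4 nM ssM13Gori ran 35 min, then was stopped with PicoGreen/EDTA and read as dsDNA fluorescence.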
Hsp90 Hop PPI = qHTS Assay for Disrupters of an Hsp90 Co-Chaperone Interaction. Hsp90 C-terminal peptide / TPR2A (Hop) interaction, human. AlphaScreen TPR2A-His6 binding biotin-Hsp90 C-terminal peptide. Potency, µM (doses to about 57 µM), for inactives: top-dose activity change, negative = inhibition. 0.44% of 71,000 active. AID 595, 2007; active means well fitted curve in either direction with a large enough effect; inconclusive means small, poorly fitted or top-dose-only effect, or another doubt; further: potency means the concentration at half of the fitted maximal effect; on the % scale 0 is the no-effect control and ±100 the full control effect; many of its hits are not listed in these tables
ERK AVP inh = qHTS Assay for Inhibitors of the ERK Signaling Pathway using a Homogeneous Screening Assay; HEK293-V1b, vasopressin-stimulated pERK AlphaScreen; Potency, µM (titrated, usually from 57.5 µM), for the others: top-dose activity, negative = inhibition, most hits filed as inhibitors; 0.99% of 72,000 active; AID 995, 2007; further: potency means the concentration at half of the fitted maximal effect; on the % scale 0 is the no-effect control and ±100 the full control effect; nearly all actives have a fitted effect of over 55% in size
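V1b-HEK293 cells; cpd 30 min 37C; 25 nM vasopressin 5 min; lyse 10 min; AlphaScreen beads 5 hr RT. Normalized to DMSO basal and 25 nM vasopressin; AC50 by Hill fit.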
Tau fil binding = qHTS Assay for Tau Filament Binding; recombinant tau filaments, thioflavin S fluorescence, 15 h; filaments grown with octadecylsulfate alongside compound; Microtubule-associated protein tau (Homo sapiens), P10636; Potency, µM (top dose mostly 57.1 µM), without a hit: at the highest dose activity change, negative = inhibition; AID 596, 2007; 2% of 71,000 active;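 further: potency means the concentration at half of the fitted maximal effect; on the % scale 0 is the no-effect control and ±100 the full control effect; actives lower thioflavin S fluorescence by blocking filaments or displacing dye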
Target sequence (P10636 whole entry, looked up): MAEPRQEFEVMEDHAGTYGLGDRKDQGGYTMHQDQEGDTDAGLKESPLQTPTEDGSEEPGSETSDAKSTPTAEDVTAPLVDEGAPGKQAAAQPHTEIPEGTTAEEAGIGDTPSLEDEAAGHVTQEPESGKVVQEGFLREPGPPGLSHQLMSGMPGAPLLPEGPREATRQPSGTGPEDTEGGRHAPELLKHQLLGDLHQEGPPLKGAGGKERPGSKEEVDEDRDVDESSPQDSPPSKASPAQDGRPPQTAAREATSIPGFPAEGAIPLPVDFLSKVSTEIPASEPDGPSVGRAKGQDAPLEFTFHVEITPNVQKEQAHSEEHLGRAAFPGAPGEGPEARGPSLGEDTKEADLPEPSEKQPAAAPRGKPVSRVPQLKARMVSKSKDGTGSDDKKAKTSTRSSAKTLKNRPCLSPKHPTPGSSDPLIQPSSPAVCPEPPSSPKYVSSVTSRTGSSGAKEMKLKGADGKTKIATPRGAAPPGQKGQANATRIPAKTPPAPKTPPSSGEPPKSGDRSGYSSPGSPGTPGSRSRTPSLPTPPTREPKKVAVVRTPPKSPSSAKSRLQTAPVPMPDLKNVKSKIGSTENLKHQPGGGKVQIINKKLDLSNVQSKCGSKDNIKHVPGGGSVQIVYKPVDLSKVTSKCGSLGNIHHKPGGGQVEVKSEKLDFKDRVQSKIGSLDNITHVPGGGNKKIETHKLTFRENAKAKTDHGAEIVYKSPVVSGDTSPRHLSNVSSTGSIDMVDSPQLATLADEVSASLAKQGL
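Read-out: ThS fluorescence, 450 nm excitation/510 nm emission; lower signal marks blocked filament formation or displaced dye. Tau at 1 uM with 30 uM ODS, 10 uM ThS, 5 mM DTT, 100 mM NaCl, 10 mM HEPES pH 7.4; 15 h, 37 C.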
CRE-bla Fsk = Cell signaling CRE-BLA (Fsk stim); CHO CRE-bla reporter (cAMP response element driving beta-lactamase), forskolin EC10, beta-lactamase ratio; 2.5% of 71,000 active; AID 662, 2007; Potency, µM (doses to about 38.2 µM), for inactives: at the highest dose activity change, negative = inhibition, usual class: activators; active means well fitted activation curve with a large enough effect in the signal ratio, with a control signal flat, not every such curve was filed as active; inconclusive means small, poorly fitted or top-dose-only effect, or effect the other way, or a change in a side signal; the % refers to the signal ratio; further: potency means the concentration at half of the fitted maximal effect; % of control where 0% means no effect
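Beta-lactamase reporter under a cAMP responsive element in CHO cells; compounds tested in titration series against EC10 NKH 477, 3 h at 37 °C. Read-out: CCF4 FRET ratio 460nm/530nm (excitation 405nm) giving %Activity, fitted to AC50.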
ALOX15 inhib = qHTS Assay for Inhibitors of 15-hLO (15-human lipoxygenase); Potency, µM (highest dose often 57.1 µM), for inactives: at the highest dose activity change, negative = inhibition, hits mostly inhibitors; 1.4% of 74,000 active; purified 15hLO-1, xylenol orange hydroperoxide absorbance; further: potency means the concentration at half of the fitted maximal effect; on the % scale 0 is the no-effect control and ±100 the full control effect; nearly all actives have a fitted effect of over 55% in size
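40 nM 15hLO-1 + cpd, 15 min RT; start w/ 50 uM AA (final), 6 min RT; stop/detect w/ 200 uM XO + 300 uM Fe(II) in 50 mM H2SO4, 30 min; A573/A405. Buffer 25 mM Hepes pH 7.5, 0.01% Triton X-100. No-enzyme wells as negative control.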
FLuc inh = qHTS Assay for Inhibitors of Firefly Luciferase | 2.2% of 72,000 active | AID 411, 2009 | Potency, µM (top dose mostly 57.1 µM), without a hit: at the top dose activity change, negative = inhibition, usual class: inhibitors | purified firefly luciferase, luminescence, 8 min; further: potency means the concentration at half of the fitted maximal effect; on the % scale 0 is the no-effect control and ±100 the full control effect; nearly all actives have a fitted effect of over 40% in size
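Here, luciferase activity is measured as luminescence following an 8 min room-temperature reaction at 10 uM ATP, pH 7.2. Every library sample is titrated.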
GFP derepression = qHTS Assay for Epigenetic Modulators; 0.09% of 68,000 active; Potency, µM (series often up to 46.1 µM), for inactives: top-dose GFP derepression (activation); mouse C127i GFP locus derepression, cytometry, 30 h; further: % of control where 0% means no effect
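Locus derepression in mouse mammary C127i cells whose integrated CMV-GFP reporter is normally silent; GFP expression after 30 h compound treatment was quantified by counting fluorescent cells.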
* marks the source's active call; other numbers are inactive results; ? = inconclusive; . = not tested or not shown; [ ] = another dose, or the depositor's remark. Unless noted, the call rests on the fitted dose curve; in most records, active means well fitted curve in the direction sought with a large enough effect; inconclusive means small, poorly fitted or top-dose-only effect, or another doubt; inactive means no such curve, though single readings can be large; an effect the other way counts as inactive or inconclusive.

Second line of a record: UbGFP stabilizer | HADH2 inh | HBB splice mod | DNA Pol III inh | Hsp90 Hop PPI | ERK AVP inh | Tau fil binding | CRE-bla Fsk | ALOX15 inhib | FLuc inh | GFP derepression
> Cc1cc(S(=O)(=O)N2CCCC2)ccc1OCC(=O)NCc1ccco1
 : -2% | ? | 0.0% | -9% | -3% | -17% | 1% | -3% | -5% | 3% | 5%
> CCC(=O)N1CCN(c2ccc(Cl)cc2NC(=O)c2ccc3c(c2)OCCO3)CC1
 : 4% | -10% | 3.4% | 0% | -2% | -22% | 55% | 0% | -11% | 1% | 2%
> CN(C)C(=O)N1CCC(C(=O)NCc2ccc(F)cc2)CC1
 : 0% | 1% | -0.5% | 9% | 0% | -14% | 5% | -9% | 7% | 2% | 7%
> CCOc1ccc(OCC)c(C2C(C#N)=C(N)N(c3cccnc3)C3=C2C(=O)CC(C)(C)C3)c1 (centres undefined)
 : 0% | 7% | -1.8% | -2% | -2% | -1% | 4% | 4% | 7% | -1% | -2%
> OCCCNc1ncnc2[nH]ncc12
 : -2%[9.17 µM] | -4%[11.4 µM] | 0.1%[9.22 µM] | -8%[11.4 µM] | 1%[11 µM] | -3%[11.5 µM] | -2%[11.4 µM] | -5%[7.6 µM] | 0%[11.4 µM] | 1%[11.4 µM] | -1%[9.22 µM]
> Cc1cc2ccccc2n1CCNC(=O)COc1ccccc1
 : 0% | -5% | 0.0% | 3% | -1% | . | 6% | 10µM* | -12% | 1% | .
> CCOC(=O)c1ccc(NC(=O)CSC2=NC(=O)C(CC)C(=O)N2)cc1 (centres undefined)
 : -3% | -2% | -2.2% | -3% | -6% | -27% | -2% | ? | 3% | -1% | 1%
> Cc1cc(NC(=O)c2cc(-c3cccc(Cl)c3)on2)no1
 : 1% | 6% | 0.8% | -5% | -5% | 40%[activator] | 8% | 1% | -17% | 1% | 1%
> COc1ccc(CNC2CCCCC2C)c(OC)c1 (centres undefined)
 : 5% | 2% | 0.1% | -4% | -1% | -8% | -15% | -4% | 2% | 2% | -3%
> CC1CCN(C(=O)CSc2nnc(Cn3c(=O)sc4ccccc43)n2C)CC1
 : -9% | 4% | -0.6% | -3% | -5%[2.3 µM] | -9% | -4% | -5% | -7% | 3% | .
> COc1ccccc1N(CC(=O)NC1CCCC1)C(=O)c1csnn1
 : -4% | -16% | . | -2% | 1% | -3% | -9% | 7% | 14% | -2% | -2%
> Cc1nc2nc(C)c(CCC(=O)Nc3ccc4c(c3)OCO4)c(C)n2n1
 : -2% | -3% | -1.2% | 1% | -7% | 15% | -4% | 23% | 11% | 2% | 0%
> O=C(O)c1ccc(C(=O)O)c(C(=O)Nc2ccc3c(c2)Cc2ccccc2-3)c1
 : 1%[9.17 µM] | -11%[11.4 µM] | 3.8%[9.22 µM] | -10%[11.4 µM] | 0%[11 µM] | 12%[11.5 µM] | -2%[11.4 µM] | ? | -3%[11.4 µM] | -1%[11.4 µM] | -1%[9.22 µM]
> CN(C(=O)c1ccc2c(c1)OCO2)C1(C(=O)NC2CCCC2)CCCCC1
 : 6% | 8% | 0.4% | 2% | -14% | 8% | -3% | -2% | 0% | -1% | 0%
> CCOC(=O)N1CCC(N2C(=O)c3ccccc3C2Nc2cc(Cl)c(OC)cc2OC)CC1 (centres undefined)
 : 4% | -8% | -0.4% | -2% | -2%[2.3 µM] | 3% | 2% | ? | -14% | 2% | .

Two compounds from above with just HBB splice mod, GFP derepression and DNA Pol III inh:
| compound | HBB splice mod | GFP derepression | DNA Pol III inh |
| --- | --- | --- | --- |
| Cc1nc2nc(C)c(CCC(=O)Nc3ccc4c(c3)OCO4)c(C)n2n1 | -1.2% | 0% | 1% |
| O=C(O)c1ccc(C(=O)O)c(C(=O)Nc2ccc3c(c2)Cc2ccccc2-3)c1 | 3.8%[9.22 µM] | -1%[9.22 µM] | -10%[11.4 µM] |

Laid out differently: entries from further up.
Compound | UbGFP stabilizer | HADH2 inh | HBB splice mod | DNA Pol III inh | Hsp90 Hop PPI | ERK AVP inh | Tau fil binding | CRE-bla Fsk | ALOX15 inhib | FLuc inh | GFP derepression
COc1ccc(CNC2CCCCC2C)c(OC)c1 (centres undefined) | 5% | 2% | 0.1% | -4% | -1% | -8% | -15% | -4% | 2% | 2% | -3%
CC1CCN(C(=O)CSc2nnc(Cn3c(=O)sc4ccccc43)n2C)CC1 | -9% | 4% | -0.6% | -3% | -5%[2.3 µM] | -9% | -4% | -5% | -7% | 3% | .
COc1ccccc1N(CC(=O)NC1CCCC1)C(=O)c1csnn1 | -4% | -16% | . | -2% | 1% | -3% | -9% | 7% | 14% | -2% | -2%

(list continues)
Second line of a record: UbGFP stabilizer | HADH2 inh | HBB splice mod | DNA Pol III inh | Hsp90 Hop PPI | ERK AVP inh | Tau fil binding | CRE-bla Fsk | ALOX15 inhib | FLuc inh | GFP derepression
> Cc1cc(=O)[nH]c2c1cnn2Cc1ccccc1
 : -5% | -1% | -0.5% | 6% | -5% | -13% | 2% | 9% | 0% | -8% | 0%
> O=C1CCC(=O)N1OCCCCOc1ccccc1
 : 1% | 4% | -0.4% | -2% | -1% | -14% | 10% | -3% | 7% | 0% | 0%
> CCOC(=O)CSc1nnc(N)s1
 : -3% | 0% | 0.3% | -4% | -3% | 3% | 7% | -14% | -1% | 3% | 6%
> Cc1nnc(SCC(=O)Nc2ccc3c(c2)OCO3)o1
 : 1% | 1% | . | -3% | 1% | 0% | -10% | 2% | -1% | 1% | 0%
> COc1ccccc1NS(=O)(=O)c1ccc(NC(C)=O)cc1
 : 14% | -6% | 2.9% | -8% | -4% | -17% | -5% | -8% | 1% | 1% | -5%
> C=CCn1c(SCC(=O)NCc2ccc3c(c2)OCO3)nnc1C1COc2ccccc2O1 (centres undefined)
 : 1% | -9% | -0.5%[57.5 µM] | 4% | -3% | 16% | -6% | -10% | -15% | 1% | 1%
> COC(=O)[C@@]1(Cc2ccc(OC)cc2)[C@H]2c3cc(C(=O)N4CCCC4)n(CCCNc4ncc(C(F)(F)F)cc4Cl)c3C[C@H]2CN1C(=O)c1ccccc1
 : . | -6% | 0.4% | -6% | -20% | 24% | 10% | ? | . | . | .
> Cc1nc(NCc2ccco2)c2oc3ccccc3c2n1
 : -2% | -5% | -1.8%[57.5 µM] | -3% | -3% | 25µM* | 2% | 7.9µM* | -1% | 0% | 0%
> O=S(=O)(Cc1ccc(Cl)cc1)N1CCCC1
 : -8% | 9% | -1.2% | -14% | ? | 23% | -11% | ? | -4% | 1% | 0%
> Cc1cc(C)nc(NC(=O)c2c(-c3c(Cl)cccc3Cl)noc2C)n1
 : -3% | 8% | 4.0%[57.5 µM] | -13% | -2% | 2% | 5% | ? | 4% | 1% | 0%
> Cc1c(Cl)cc(C(C)(C)C)c(O)c1Cc1c(C)c(Cl)cc(C(C)(C)C)c1O
 : -5%[9.17 µM] | -2%[11.4 µM] | -1.3%[9.22 µM] | -7%[11.4 µM] | -6%[11 µM] | -3%[11.5 µM] | -7%[11.4 µM] | -18%[7.6 µM] | -18%[11.4 µM] | 5%[11.4 µM] | 6%[9.22 µM]
> CC(C)(O)c1nnn(-c2ccccc2)c1C(F)(F)F
 : -2% | 10% | . | -1% | -7% | -6% | -5% | 3% | 0% | -2% | -1%
> CCOc1ccccc1Oc1c(C)oc2c(CN3CCN(C)CC3)c(O)ccc2c1=O
 : -5% | ? | 4.1%[0.369 µM] | -6% | 0% | -7% | -11% | ? | 2% | -2% | 4%
> CCCCC(NC(C)=O)c1nc2ccccc2n1CCC (centres undefined)
 : -2% | 3% | -0.5% | -4% | 3% | 4% | 2% | -1% | 14% | 1% | 2%

A portion of the library; rates above refer to the full screens.
